# Source: PubChem BioAssay (National Center for Advancing Translational Sciences (NCATS))
# CXXC DNA block: MLL CXXC-DNA interaction inhibition; Q03164; Potency, µM (doses to about 115 µM), for the others: at the highest dose activity change, negative = inhibition, hits mostly inhibitors; MLL-CXXC / FITC-HOXA9 DNA fluorescence polarization; AID 2662; 0.037% of 290,000 active; active means well fitted inhibition curve with a large enough effect in the polarisation, with a control signal flat, not every such curve was filed as active; inconclusive means small, poorly fitted or top-dose-only effect, or effect the other way, or a change in a side signal; inactive means no such curve, though single readings can be large or run the other way; the % refers to the polarisation; further: potency means the concentration at half of the fitted maximal effect
#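 Fluorescence polarization: 7 uM MLL-CXXC (stock) preincubated 5 min with compounds, then 50 nM fluorescein-HOX-A9 DNA (stock) added; 30 min ambient. Buffer 50 mM Tris-HCl pH 7.5, 50 mM NaCl, 1 mM DTT, 0.05% BSA.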
# hERG WT inh: inhibitors of human wildtype KCNH2 potassium channel; Q12809; U2OS, BacMam KCNH2, thallium flux FluxOr; active compounds read low; activity change, % at 1.84 µM; 0.37% of 340,000 active; AID 720551;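 active means maximum activity change below -70%; inconclusive means maximum activity change between -70% and -50%; inactive means maximum activity change above -50%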; further: on the % scale 0 is the no-effect control and ±100 the full control effect
#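 U2OS cells transduced with wild-type KCNH2 virus are loaded with FluxOr dye for 45 min, and thallium flux is measured in kinetic reads before and after stimulation buffer. Rate constants are normalized to DMSO controls.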
# MBNL1-CUG inh: MBNL1-poly(CUG) RNA binding inhibition. Q9NR56. TR-FRET MBNL1-His/biotin-(CUG)12 binding, 665/545 ratio. Potency, µM (doses to about 57.5 µM), for inactives: at the top dose activity change, negative = inhibition, hits mostly inhibitors. 0.036% of 280,000 active; active means well fitted inhibition curve with a large enough effect in the signal ratio, with a control signal flat, not every such curve was filed as active; inconclusive means small, poorly fitted or top-dose-only effect, or effect the other way, or a change in a side signal; inactive means no such curve, though single readings can be large or run the other way; the % refers to the signal ratio; further: potency means the concentration at half of the fitted maximal effect; on the % scale 0 is the no-effect control and ±100 the full control effect
#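 TR-FRET readout: Ex 340 nm, 665/545 nm emission ratio, normalized to buffer-only (basal) and MBNL1-(CUG)12 controls. Complex of MBNL1-His with Biotin-(CUG)12, compounds 92 nM–58 uM, incubated 60 min at room temperature.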
# GALK inhibitor: blocks human galactokinase activity | P51570 | Purified GALK, Kinase-Glo residual ATP luminescence | Potency, µM (highest dose often 57.5 µM), for the others: at the highest dose activity change, negative = inhibition, hits mostly inhibitors | 0.007% of 270,000 active; further: potency means the concentration at half of the fitted maximal effect; on the % scale 0 is the no-effect control and ±100 the full control effect
# Target sequence (P51570 whole entry, looked up): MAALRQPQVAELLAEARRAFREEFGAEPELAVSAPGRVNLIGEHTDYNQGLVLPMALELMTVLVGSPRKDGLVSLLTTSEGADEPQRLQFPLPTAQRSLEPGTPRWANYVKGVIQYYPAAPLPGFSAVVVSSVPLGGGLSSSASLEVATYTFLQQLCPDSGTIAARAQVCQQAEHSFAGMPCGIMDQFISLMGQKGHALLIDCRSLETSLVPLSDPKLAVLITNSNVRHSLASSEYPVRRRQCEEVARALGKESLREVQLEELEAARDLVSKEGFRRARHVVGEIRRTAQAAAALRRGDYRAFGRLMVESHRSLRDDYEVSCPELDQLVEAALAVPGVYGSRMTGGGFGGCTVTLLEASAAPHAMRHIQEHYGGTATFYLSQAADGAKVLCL
#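 ATP-depletion format; final 35 uM ATP, 100 uM D-galactose, 5 nM enzyme; pH 8.0 HEPES/Mg2+ buffer; 60 min RT; luminescence read 10 min after detection reagent.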
# S-ASM inh: human S-ASM enzyme inhibition. P17405. placental ASM, HMU-PC fluorogenic substrate, 60 min. Potency, µM (doses to about 57.5 µM), without a hit: at the top dose activity change, negative = inhibition, hits mostly inhibitors. 0.006% of 340,000 active. AID 504937; further: potency means the concentration at half of the fitted maximal effect
# Target sequence (P17405 47-631 limits assumed): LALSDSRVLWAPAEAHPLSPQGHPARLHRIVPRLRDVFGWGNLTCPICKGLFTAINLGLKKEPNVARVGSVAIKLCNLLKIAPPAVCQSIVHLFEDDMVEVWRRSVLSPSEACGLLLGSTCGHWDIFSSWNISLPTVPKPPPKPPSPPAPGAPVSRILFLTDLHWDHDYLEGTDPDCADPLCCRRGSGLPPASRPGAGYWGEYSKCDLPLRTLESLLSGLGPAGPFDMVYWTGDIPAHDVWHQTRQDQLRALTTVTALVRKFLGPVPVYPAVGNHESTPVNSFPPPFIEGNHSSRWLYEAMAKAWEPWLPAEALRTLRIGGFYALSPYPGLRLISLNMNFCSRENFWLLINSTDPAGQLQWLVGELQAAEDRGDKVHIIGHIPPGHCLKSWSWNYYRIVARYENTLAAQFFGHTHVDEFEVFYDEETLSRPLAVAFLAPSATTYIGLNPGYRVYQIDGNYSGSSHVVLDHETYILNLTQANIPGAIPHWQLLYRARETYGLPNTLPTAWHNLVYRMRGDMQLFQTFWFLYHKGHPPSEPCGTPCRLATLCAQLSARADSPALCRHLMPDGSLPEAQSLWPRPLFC
#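 Fluorogenic HMU-PC substrate (9 uM final) is turned over by placental ASM in 60 min at 37 C after a 10 min compound preincubation. Reaction ended by alkaline stop (pH 10), with fluorescence read at 386/447 nm.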
# AT treatment: potential ataxia-telangiectasia treatments restoring KAP-1 phosphorylation. 0.19% of 320,000 active. Potency, µM (series often up to 57.5 µM), for inactives: top-dose activation, hits mostly activators. AID 485349. […] A-T fibroblasts, KAP-1 phosphorylation AlphaLISA; neocarzinostatin DNA damage 30 min before lysis; further: potency means the concentration at half of the fitted maximal effect; % of control where 0% means no effect; nearly all actives have a fitted effect of over 45% in size
#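 ATM-like activity read as KAP-1 phosphorylation via AlphaLISA donor/acceptor antibody pairs after lysis and 6 hr at 25C. Cells were ATM-null patient fibroblasts ([…], hTERT), dosed 60 min, then exposed to the DSB inducer NCS for 30 min.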
# TRPV1 agonist: human TRPV1 agonism; activation, % at 8.33 µM; TRPV1-expressing cells, Fluo-8 calcium influx, agonist mode; 0.19% of 320,000 active; AID 540275; Q8NER1; in the data active means activation above about 80%; inconclusive means between about 30% and that limit; further: 0% is about no effect
#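 Cells expressing TRPV1 were dye-loaded with Fluo-8 and read kinetically: 10 s baseline, 3 min after compound (agonist portion), then 2 min after EC20 capsaicin (allosteric enhancer portion). Calcium-bound dye fluorescence at 480/520 nm.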
# Integrin act MD: integrin-mediated muscular dystrophy alleviation activation; alpha7betagal myoblasts, beta-gal FDG fluorescence, 48 h; Potency, µM (top dose mostly 38.3 µM), without a hit: at the top dose activation, usual class: activators; 0.064% of 350,000 active;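 further: potency means the concentration at half of the fitted maximal effect; 100% = response of the positive control SU9516; nearly all actives have a fitted effect of over 60% in size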
#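 Alpha7betagal+/- myoblasts (passage 13) were plated 16-24 hr, then exposed to compounds (1:260 dilution of DMSO stock) for 48 hours at 37C. After MPER lysis, β-galactosidase reporter activity was read as FDG fluorescence (ex 480/em 540) after 30 minutes.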
# KCNH2 3.1 block: blocks the human KCNH2 3.1 channel isoform | AID 720553 | U2OS KCNH2 3.1, thallium flux FluxOr; active compounds read low | activity change, % (tested at about 1.8 µM) | 0.95% of 340,000 active;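 active means maximum activity change below -70%; inconclusive means maximum activity change from -70% to -50%; inactive means maximum activity change above -50%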;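 further: thallium influx rate constant from kinetic fluorescence after stimulation buffer; on the % scale 0 is the no-effect control and ±100 the full control effect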
#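 FluxOr-based Tl+ influx in U2OS cells transduced with KCNH2 3.1 virus; rate constants normalized to DMSO controls.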
# Coupling enz: inhibits coupling enzyme system, counter-screen for aldolase hits; coupling enzyme system counterscreen, AmpLite Red fluorescence; activity change, negative = inhibition, % at 58.2 µM, hits read low; AID 2472; 0.67% of 290,000 active; in the data active means activity change below about -30%; further: on the % scale 0 is the no-effect control and ±100 the full control effect
#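 Counterscreen of the coupled detection system alone, without aldolase: glyceraldehyde-3-phosphate coupling enzymes plus AmpLite Red readout. Compounds at 57.5 uM final, 10 min RT preincubation, 20 min RT reaction, fluorescence 525/598 nm.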
# An asterisk follows results filed as active; i = inactive; ? = inconclusive; nt = no result given; & = joins results of further samples; [ ] = another dose, or the depositor's remark. Unless noted, the call rests on the fitted dose curve; in most records, active means well fitted curve in the direction sought with a large enough effect; inconclusive means small, poorly fitted or top-dose-only effect, or another doubt; inactive means no such curve, though single readings can be large; an effect the other way counts as inactive or inconclusive.
SMILES,CXXC DNA block,hERG WT inh,MBNL1-CUG inh,GALK inhibitor,S-ASM inh,AT treatment,TRPV1 agonist,Integrin act MD,KCNH2 3.1 block,Coupling enz
CC(=O)Nc1ccc(S(=O)(=O)N2CCN(C3CCCCCCC3)CC2)cc1,13%,-7,-6%,4%,-2%,4%,15,-14%,-10,7
Cc1nn(Cc2ccccc2Cl)c2sc(C(=O)NCCCn3ccnc3)cc12,8%,14,-6%,2%,3%,12%,?,-26%,8,0
COC(=O)C(C)Sc1ncnc2c1c(-c1ccccc1)cn2-c1ccc(OC)cc1 (configuration not stated),13%,3,-1%,0%,-2%,2%,10,17%,-31,-1
CN(C)S(=O)(=O)c1cc(NC(=O)CN2CCN(c3ccccc3)CC2)ccc1Cl,-5%,2,0%,-2%,-5%,-6%,-3,-19%,3,-1
Cc1ccc2cc(C#N)c(N3CCN(C)CC3)nc2c1,7%,-1,24%,0%,10%,nt,0,20%,5,1
COc1cnc(SCc2c(Cl)cccc2Cl)nc1Cl,0%,4,-1%,-7%,-15%,7%,nt,-55%[inhibitor],-23,6
COc1cccc(-c2cc(=O)c3cc(NC(=O)c4ccc(Cl)cc4)ccc3[nH]2)c1,18%,8,5%,nt,84%[activator],12%,-1,21%,17,3&0
CC(NC(=O)/C(=C/c1cccc([N+](=O)[O-])c1)NC(=O)c1ccco1)C(=O)O (configuration not stated),6%,-1,?,0%,4%,0%,-4,32%,-1,7
CCOC(CNC(=O)C(=O)Nc1cc2c3c(c1)CCC(=O)N3CCC2)OCC,-1%,5,-5%,0%,2%,-1%,1,9%,5,3
CCN1CCc2c(C#N)c(NCc3ccccc3)nc(N(CC)CC)c2C1,0%,18,1%,4%,18%,7%,15,-41%,?,0
O=c1c2cc([N+](=O)[O-])cc([N+](=O)[O-])c2[nH]n1-c1ccccc1,?,2,?,-4%,-3%,-18%,0,-19%,-12,4
CCN(CC(=O)NCc1cccs1)S(=O)(=O)c1cccc(C(C)=O)c1,-5%,-16,13%,2%,0%,12%,1,4%,2,1
Cc1ccc([N+](=O)[O-])c(OCC(O)CNC(C)(C)C)c1 (configuration not stated),-5%,-3,?,5%,0%,24%,-8,-25%,-13,-1
CCOC(=O)[C@H]1[C@H]2COc3ccc(C)cc3[C@@H]2N2C(=O)c3cc(F)ccc3NC(=O)[C@@]12C,nt,nt,nt,nt,2%,9%,91*,-3%,nt,nt
COc1cccc(OC)c1C(=O)Nc1cccc(S(=O)(=O)Nc2ccccc2Cl)c1,nt,0,nt,nt,-3%,0%,nt,-8%,-19,nt
CCc1nnc(NC(=O)C2CCCCN2S(=O)(=O)c2ccccc2)s1 (configuration not stated),0%,?,-5%,8%,1%,0%,3,4%,-3,0
O=C(Nc1ccc(O)c(C(=O)O)c1)Oc1ccccc1,-1%,27,1%,nt,7%,2%,2,-10%,0,0
CCCCOC(=O)c1cc(=O)[nH]c2ccc(C)cc12,-1%,-10,?,3%,24%,-5%,2,-9%,0,1
COc1ccc(CNCCC2(Cc3ccccc3)CC(C)N(C)CC2C)cc1OC (configuration not stated),?,0,-9%,1%,2%,1%[11.5 µM],-1,-54%[inhibitor],-2,-1
COc1cc(/C=N/NC2=NCCCCC2)ccc1O,2%,-3,6%,10%,37%[activator],-8%,0,-12%,-3,2
O=C(Cn1cc(/C=N/O)c2ccccc21)N1CCOCC1,-4%,-5,-3%,0%,8%,1%,-1,-3%,-3,5
COc1cc2c(cc1OC)CN(CC(=O)Nc1ccc(Cl)cc1Cl)CC2,-11%,1,-12%,4%,9%,32%,-2,2%,6,0
Cc1ncoc1C(=O)Nc1ccc(Oc2ccccc2)cc1,-5%,3,4%,-1%,-6%,1%,84*,-27%,-16,1
COC(=O)C1=C(C)NC(=O)CC1c1ccccc1F (configuration not stated),1%,14,8%,3%,-3%,-3%,-2,?,0,-3
COC(=O)C1c2ccccc2-c2ccccc21,5%,-4,-2%,-1%,0%,2%,1,-26%,15,-1
CC1CCC(NC(=O)CCS(=O)(=O)c2ccc3c(c2)CCN3C(=O)C2CC2)CC1 (configuration not stated),-5%,-5,-6%,7%,-3%,0%,-3,13%,-15,nt
Cc1nc(N)nc(C)c1Cc1ccccc1,-3%,-2,-4%,5%,0%,-2%,-3,-13%,-5,0
Cc1n[nH]c(C)c1S(=O)(=O)N1CCCC(C(=O)N2CCc3ccccc32)C1 (configuration not stated),-5%,15,-2%,1%,1%,-1%,-1,-31%[inhibitor],nt,0
CC(C)c1nc2cc(C(=O)NC(c3cccnc3)C(F)(F)F)ccc2o1 (configuration not stated),22%,-15,-5%,-7%,2%,9%,?,-17%,0,nt
O=C(NOC(=O)c1cc(Br)ccc1Cl)c1cccs1,0%,-10,2%,1%,10%,-2%,0,16%,2,nt
Cn1cncc1C#Cc1ccc2cc(CCCO)oc(=O)c2c1,nt,13,nt,nt,77%,4%,-1,-2%,1,nt
O=C(NCc1ccc(Cl)cc1)c1cc(S(=O)(=O)N2CCCCC2)c[nH]1,-5%,-22,-9%,nt,-1%,-5%,2,30%,6,1
Cc1ccc(OCCSc2cc(C)nc(N)n2)cc1,-6%,-14,-4%,9%,4%,3%,3,8%,-11,-2
Cc1ccc(NC2=C(Cl)C(=O)OC2OC(=O)c2ccccc2)c(C)c1 (configuration not stated),134%[activator],5,-13%,5%,-7%,6%,5,-27%,-5,-8
O=S(=O)(NCCC1=CCCCC1)c1cccc(Br)c1,nt,-7,nt,nt,-8%,19%,17,-48%[inhibitor],-6,nt
CN(C)/C=C1\C=C2C(=O)c3ccccc3N2C1=O,?,-22,?,2%,-5%,-5%,93*,nt,10,-1
O=C(Nc1ccc(N2CCOCC2)cc1N1CCOCC1)c1ccc(F)cc1,nt,-21,nt,nt,1%,-3%,nt,-11%,-11,nt
O=C(NC(=S)Nc1ccc(Oc2ccc(Cl)cc2)cc1)c1ccccc1,0%,-6,-2%,-3%,-4%,9%,3,0%,8,-2
CN(C)/C=N/c1cc(=O)[nH]c(=O)n1C,10%,24,-17%,nt,2%,nt,-12,-10%,-1,0&1
Cc1ccc(NC(=O)CSCC(=O)N2CCN(Cc3ccc4c(c3)OCO4)CC2)cc1,6%,-12,2%,1%,2%,4%,2,-13%,-17,nt
COc1cccc(-c2nc3n(n2)C(c2ccc4c(c2)OCO4)C(C(N)=O)=C(C)N3)c1 (configuration not stated),2%,6,-25%,-1%,0%,0%,-1,28%,-1,1
Cc1ccc(C(=O)NCCN2CCOCC2)cc1,0%,-10,-8%,0%,-1%,2%,-3,3%,-4,5
CCOc1cccc2sc(Cl)nc12,-8%,-3,0%,-2%,0%,-6%,-4,-6%,15,0
CCn1c(SCC(=O)N/N=C/C=C/c2ccco2)nc2ccccc21,16%,-2,?,-3%,-2%,-4%,0,-1%,-12,-7
CCOC(=O)C1=C(C)N=C2c3ccccc3C(=O)C2C1c1ccc(Cl)cc1 (configuration not stated),-14%,-17,27%,nt,?,-5%,?,-17%,-105*,-6

# In another format: four of the compounds above.
SMILES	CXXC DNA block	hERG WT inh	MBNL1-CUG inh	GALK inhibitor	S-ASM inh	AT treatment	TRPV1 agonist	Integrin act MD	KCNH2 3.1 block	Coupling enz
Cn1cncc1C#Cc1ccc2cc(CCCO)oc(=O)c2c1	nt	13	nt	nt	77%	4%	-1	-2%	1	nt
O=C(NCc1ccc(Cl)cc1)c1cc(S(=O)(=O)N2CCCCC2)c[nH]1	-5%	-22	-9%	nt	-1%	-5%	2	30%	6	1
Cc1ccc(OCCSc2cc(C)nc(N)n2)cc1	-6%	-14	-4%	9%	4%	3%	3	8%	-11	-2
Cc1ccc(NC2=C(Cl)C(=O)OC2OC(=O)c2ccccc2)c(C)c1 (configuration not stated)	134%[activator]	5	-13%	5%	-7%	6%	5	-27%	-5	-8

# Following part.
SMILES,CXXC DNA block,hERG WT inh,MBNL1-CUG inh,GALK inhibitor,S-ASM inh,AT treatment,TRPV1 agonist,Integrin act MD,KCNH2 3.1 block,Coupling enz
CN(C)C(=O)c1ccc(-c2cc(C(F)(F)F)nn2C)s1,-20%,-4,15%,nt,0%,-3%,5,6%,-4,-5
O=C(COC(=O)c1cc(S(=O)(=O)N2CCOCC2)ccc1O)NCCc1ccccc1,2%,-10,1%,0%,4%,-1%,-5,?,5,5
Cc1cc(C)n(-c2nc(NCCO)c3c4c(sc3n2)CCCC4)n1,0%,-4,1%,-3%,7%,8%,24,-6%,-3,-11
COc1cc(CN2CCCC(CCC(=O)NCc3ccc(C)o3)C2)cc2c1OCO2 (configuration not stated),-8%,nt,-22%,3%,-1%,-2%,4,5%,-8,1
Cc1noc(C)c1CSCC(=O)Nc1cc(C(F)(F)F)ccc1N1CCCCC1,nt,-20,nt,nt,-5%,nt,1,-7%,-11,nt
COc1cc(OC)cc(C(=O)Nc2nc3ccc(S(C)(=O)=O)cc3s2)c1,-5%,i,nt,12%,1%,0%,1,-11%,-5,0
